ALOX12 inh – inhibitors of human 12S-lipoxygenase ALOX12. P18054. hit rate 1.1% among 580,000. purified 12hLO, xylenol orange hydroperoxide absorbance. AID 1671190. Potency, µM (highest dose often 108 µM), without a hit: at the highest dose activity change, negative = inhibition, usual class: inhibitors; active = well fitted inhibition curve with a large enough effect; inconclusive = small, poorly fitted or top-dose-only effect, or another doubt; inactive = no such curve, though single readings can be large or run the other way
Target sequence (P18054 whole entry, looked up): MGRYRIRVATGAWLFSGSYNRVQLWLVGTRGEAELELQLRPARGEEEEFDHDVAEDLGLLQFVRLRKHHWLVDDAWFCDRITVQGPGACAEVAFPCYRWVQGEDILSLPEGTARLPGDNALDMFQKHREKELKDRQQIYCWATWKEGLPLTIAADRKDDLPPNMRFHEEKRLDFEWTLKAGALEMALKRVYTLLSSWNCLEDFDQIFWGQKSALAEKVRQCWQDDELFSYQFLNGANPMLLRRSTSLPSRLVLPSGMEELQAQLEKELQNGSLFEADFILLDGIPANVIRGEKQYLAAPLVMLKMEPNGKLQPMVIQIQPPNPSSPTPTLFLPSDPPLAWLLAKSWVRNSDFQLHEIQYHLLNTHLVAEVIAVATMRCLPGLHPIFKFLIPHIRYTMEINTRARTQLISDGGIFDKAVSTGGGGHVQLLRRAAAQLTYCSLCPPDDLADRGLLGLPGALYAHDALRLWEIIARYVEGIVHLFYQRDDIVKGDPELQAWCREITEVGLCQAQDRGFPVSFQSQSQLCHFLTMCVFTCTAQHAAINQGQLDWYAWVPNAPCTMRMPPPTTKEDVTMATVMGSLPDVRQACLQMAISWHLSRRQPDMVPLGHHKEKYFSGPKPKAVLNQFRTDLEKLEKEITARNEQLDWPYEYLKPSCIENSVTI
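Purified human 12hLO at 150 nM in 25 mM Hepes, 0.01% Triton X-100, pH 7.0, preincubated 15 min at room temperature with compound. Reaction started with 40 uM arachidonic acid, 30 min at room temperature. Hydroperoxide measured by Fe-xylenol orange, 573/405 nm absorbance ratio.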
Starred values were filed as active, the others as inactive; ? = inconclusive; [ ] = dose if it differs, or a comment. % is set by controls: 0 for no effect and ±100 for the full control effect; potency is the fitted concentration of half-maximal effect. Only part of the results is shown; the hit share may differ from the screen's.

ALOX12 inh | SMILES
5.8%[6.33 µM] | COc1ccc(-c2cc(C(=O)NC3CC3)c3c(C)nn(-c4ccccc4)c3n2)cc1
-12.9% | CCc1ccc(C(=O)N2CCC(Cc3nc(-c4ccc(F)cc4)no3)CC2)cc1
38.6%[activator] | O=C(NC1CC1)c1ccccc1OCC1CCCN(Cc2ccc(Br)o2)C1 (stereo not drawn)
-11.2% | CCC(C)NC(=O)COc1ncnc2ccccc12 (stereo not drawn)
-5.5% | COc1ccc(C(C)=O)cc1CC(=O)NCc1nnc2ccccn12
35.5%[activator] | CN(CCC(N)=O)Cc1ccccc1OCC(O)CN1CCc2ccccc2C1 (stereo not drawn)
? | CCc1ccc(C(=O)N2CCC(c3n[nH]c(=O)n3Cc3ccc(F)cc3)CC2)cc1
0.2% | COc1ccccc1C(=O)N1CCN(C(=O)[C@@H](Cc2ccccc2)NC(=O)[C@H]2O[C@@H](n3cnc(C(N)=O)n3)[C@H](O)[C@@H]2O)CC1
-2.7% | NC(=O)[C@@H]1C[C@H](Oc2cccnc2)CN1S(=O)(=O)Cc1ccccc1F
18.9% | COc1ccc2cc(/C=C3\SC(=O)NC3=O)ccc2c1
? | CCCOC(=O)Nc1ccccc1N=C1CCC/C1=C\c1ccccc1
19.9% | COc1cccc(-c2[nH]ncc2CN)c1
12.0% | O=c1[nH]c(N2CCc3ccccc3C2)nc2c1CCN(Cc1ccncc1)CC2
13.1% | CCn1cc(CN(C)C(=O)c2ccc3c(c2)C(O)CCCCCN3CCOC)c(C)n1 (stereo not drawn)
14.6% | O=C(N[C@@H]1CN(Cc2ccc(CO)o2)CCC[C@H]1O)c1ccc(OCc2ccccc2)cc1
? | Cc1cc(/C=N/O)c(C)n1-c1ccncc1
? | O=S(=O)(c1ccc(-c2csc(Nc3ccc(F)cc3)n2)cc1)N1CCCCC1
99.0%[activator] | CCC(C)NC(=O)c1snnc1-c1ccc(OC)cc1 (stereo not drawn)
21.5% | COCC(=O)N1CC(C(=O)NCCc2ccccn2)C2(CCOCC2)C1 (stereo not drawn)
11.5% | Cc1ccc(CN(C)C(=O)Cn2c(Cl)nc3c2c(=O)n(C)c(=O)n3C)cc1
10.8% | CC(CCc1ccccc1)NC(=O)COC(=O)c1cc(C(C)(C)C)cc(C(C)(C)C)c1 (stereo not drawn)
39.0% | Cc1nc([C@@H]2CN(C(=O)c3noc(C)c3Cn3cccn3)C[C@H]2C(N)=O)n[nH]1
-21.0%[176 µM] | COCc1cn2c(=O)n(C)cc(-c3ccnc(OC)c3)c2n1
12.9% | CCO[C@H]1CN(C(=O)c2ccc(OC)c(N3CCOCC3)c2)C[C@@H]1O
14.1% | Clc1cccc(-c2ccc(CN3CCN(C4CCNC4)CC3)o2)c1 (stereo not drawn)

Overlap with the part before: 5 compounds; new compounds follow.
ALOX12 inh | SMILES
10.8% | CC(CCc1ccccc1)NC(=O)COC(=O)c1cc(C(C)(C)C)cc(C(C)(C)C)c1 (stereo not drawn)
39.0% | Cc1nc([C@@H]2CN(C(=O)c3noc(C)c3Cn3cccn3)C[C@H]2C(N)=O)n[nH]1
-21.0%[176 µM] | COCc1cn2c(=O)n(C)cc(-c3ccnc(OC)c3)c2n1
12.9% | CCO[C@H]1CN(C(=O)c2ccc(OC)c(N3CCOCC3)c2)C[C@@H]1O
14.1% | Clc1cccc(-c2ccc(CN3CCN(C4CCNC4)CC3)o2)c1 (stereo not drawn)
20.1% | CC(=O)NCC(=O)N(c1ccc(C)cc1)C1(C(=O)Nc2ccccc2C)CCCCC1
-28.8% | O=C(Nc1cccc2cccnc12)NC1CCCCC1
-40.9% | Cc1nc2ccccc2c(C)c1CC(=O)NCc1ccco1
20.1% | COc1ccccc1CC(=O)N1CCC[C@H]1c1nc(-c2ccc(C)cc2)no1
3.0% | C=CCN1CC(COCCCC)Oc2ccc(Cl)cc2S1(=O)=O (stereo not drawn)
-9.5% | CCCCNC(=O)c1ccc(NC(=O)c2ccccc2C)cc1
? | O=C(CC(c1cccc(F)c1)n1cccc1)Nc1ccc2c(c1)OCO2 (stereo not drawn)
55.1%[activator] | COc1cccc(-c2ccnc3nc(Cc4ccc(F)cc4)nn23)c1
0.8% | CCOC(=O)C1CCN(C(=O)CC(c2ccc3c(c2)OCO3)c2c[nH]c3ccccc23)CC1 (stereo not drawn)
-12.3% | CN(C)c1nc(N2CCCCCC2)nc(-n2cnc(SCc3ccccc3)n2)n1
-49.8% | Cc1ccc(N(C)c2nc(N)nc(N)c2N=O)cc1
-4.7% | Cc1ccccc1C(=O)Nc1sc2c(c1C(=O)N1CCN(C)CC1)CCCC2
19.8% | CCn1cc(CN2CCCC(c3nc(CCOc4cccc(C)c4)no3)C2)cn1 (stereo not drawn)
15.0%[176 µM] | Cc1nn2c(c1-c1ccccc1N1CCCC1)N(C(=O)C(C)C)CCC2
10.1% | CCCn1nnnc1CN1CCCC1c1ccc(OC)c(OC)c1 (stereo not drawn)
50.0%[activator] | O=C(CSc1ccccn1)N[C@H]1CCOC[C@H]1C1CCOCC1
4.8% | Cc1cn2c3c(=O)[nH]c(=O)n(C)c3nc2n1CCCN1CCN(c2ccccc2)CC1
28.2µM* | Oc1c(Br)cc(Cl)cc1Cc1cc(Cl)cc(Br)c1O
21.1% | Cc1nn(C)c(C)c1NC(=O)c1c(Br)cnn1C
-1.5% | Cc1oc(-c2cccs2)nc1CC(=O)N1CCCC1c1ccccc1 (stereo not drawn)
? | COc1ccc(OCCN(C)C(=O)c2cccc3c(=O)c(C)c(-c4ccccc4)oc23)cc1
31.4% | CCC(=O)N1CCC2(CC1)CC(N1CCN(c3ccccn3)CC1)CCO2 (stereo not drawn)
35.5% | CS(=O)(=O)N(C1CCOCC1)C1CN(C(=O)COc2ccccc2)C1
39.2%[activator] | Nc1cccn2nc(-c3cccnc3)nc12
-10.7%[176 µM] | CN(c1ccccc1)c1ccc2nnc(-c3cc(C(=O)Nc4ccccn4)ccn3)n2n1

4 structures out of the list, arranged by molar mass, high to low.
ALOX12 inh | SMILES
0.8% | CCOC(=O)C1CCN(C(=O)CC(c2ccc3c(c2)OCO3)c2c[nH]c3ccccc23)CC1 (stereo not drawn)
? | COc1ccc(OCCN(C)C(=O)c2cccc3c(=O)c(C)c(-c4ccccc4)oc23)cc1
-12.3% | CN(C)c1nc(N2CCCCCC2)nc(-n2cnc(SCc3ccccc3)n2)n1
3.0% | C=CCN1CC(COCCCC)Oc2ccc(Cl)cc2S1(=O)=O (stereo not drawn)

Later entries.
ALOX12 inh | SMILES
27.2% | CN(C)CCCN1C(=O)CSC1c1ccc(Cl)cc1 (stereo not drawn)
-13.9% | O=C1CN(CC(=O)Nc2cc(Cl)ccc2Cl)CCN1
-3.8% | CCCNC(=O)NC(C)c1ccccn1 (stereo not drawn)
20.7%[176 µM] | Cc1cc(C(=O)Nc2ccc([C@H]3OCC(=O)N(CC(=O)N(C)C)[C@@H]3CO)cc2)nn1C
? | COc1ccc(C(=O)Nc2ccc(N3CCN(S(C)(=O)=O)CC3)cc2)cc1OC
? | O=C(NCc1nnc2n1C(C(=O)NCc1ccc3c(c1)OCO3)CC2)C1CC1 (stereo not drawn)
-1.9% | Cc1noc(C2CCCCCN2C(=O)c2ccoc2)n1 (stereo not drawn)
1.8% | O=C(NCc1cc(F)ccc1F)C1Cn2cccc2C(=O)N1Cc1ccccc1 (stereo not drawn)
33.5%[activator] | CCCN(CC1CCOC1)S(=O)(=O)c1ccc(F)cc1F (stereo not drawn)
21.0% | Cc1nc(/C=C/C(=O)N(Cc2ccccc2)C2CC2)cs1
26.0% | CCc1ccccc1-n1nc(-c2c(C)nc3scc(CC(=O)NCC(C)C)n3c2=O)cc1C
-23.3% | COc1ccc(OCCOC(=O)c2[nH]c3c(c2C)C(=O)CCC3)cc1
-26.1% | Nc1[nH]c(C(=O)c2ccc(Br)cc2)c(-c2ccc(Cl)c(Cl)c2)c1C(=O)NCCc1c[nH]c2ccccc12
? | Cc1ccccc1-c1nc(C#N)c(NCC(C)C)o1
61.5%[activator] | O=C(N[C@H](Cc1ccccn1)C1CC(O)C1)c1cccc2c1NCCC2 (stereo partly drawn)
? | O=C(/C=C/Nc1ccc(Oc2ccccc2)cc1)c1ccc(Br)cc1
-9.2% | CCN(CC)S(=O)(=O)c1cc(C(=O)OCc2nc3ccccc3nc2C)ccc1C
44.7µM* | S=C(N/N=C1/CCCCc2ccccc21)NC1CCCCC1
102.5%[activator] | CN[C@@H](CO)C(=O)NCc1nc(-c2cccc(F)c2)c(-c2ccccn2)[nH]1
-9.8%[176 µM] | O=C1COc2ccc(OCc3ccccc3)nc2CN1Cc1ccc(F)cc1
26.5%[176 µM] | CC(C)CCNC(=O)c1cnc2c(c1)N(Cc1ccccc1)CCC2
28.3% | Cc1cnc(C(=O)NC2C[C@H]3CC[C@@H](C2)N3C(=O)c2cccc(F)c2)cn1 (stereo partly drawn)
9.0%[176 µM] | O=C(N[C@H]1CCCNC1=O)C1=C[C@@H](NC(=O)c2cccnc2)[C@@H](O)[C@H](O)C1
-3.9% | Cc1cc(=O)n(CC(=O)NCc2ccccc2Br)c(N(C)Cc2ccccc2)n1
-34.7% | O=C(Nc1ccc2oc(-c3cccnc3)nc2c1)c1cc([N+](=O)[O-])ccc1Cl
1.7%[176 µM] | C[C@@H](NS(=O)(=O)c1ccccc1)c1onc(-c2ccccc2)c1C(=O)O
51.4%[activator] | CCC(CC)CN1CC2(CCN(C(=O)c3cnc(NC)nc3)CC2)OC1=O
-0.7% | O=C(c1ccc2cc[nH]c2c1)N1CCCN(c2cc(-c3ccc(F)cc3)[nH]n2)CC1
41.9%[activator][176 µM] | CN1C[C@@H](NC(=O)c2cccnc2)C[C@H]1c1nc(-c2ccncc2)no1
-0.1% | Cc1nc(SCC(=O)Nc2ccc(Cl)cc2)c(C#N)c2c1CCCC2
8.3% | COC[C@@H]1CN(C(=O)c2ccncc2)C[C@H]1c1ccncc1
6.6%[6.33 µM] | O=C(O)C1CCc2nnc(C3CCN(C(=O)c4ccc(F)cc4)CC3)n21 (stereo not drawn)
39.4%[activator] | O=C(CCc1ccccc1)NCCc1noc(C2CC2)n1
? | Cc1cccc(C)c1NC(=O)CN1CCN(Cc2csc(-c3cccc(Br)c3)n2)CC1
16.3%[176 µM] | c1ccc(OCc2cc(CC3(NCc4cccnc4)COC3)no2)cc1
-1.7% | CNc1c(NC(=O)NCCC(C)C)c(=O)oc2ccccc12
72.2%[activator] | Cn1c(CCC(=O)NC2CCOC2)nc2cc(S(=O)(=O)N3CCCC3)ccc21 (stereo not drawn)
7.3%[176 µM] | OC(c1cccc(C(F)(F)F)c1)c1nc(Nc2ccc(N3CCOCC3)cc2)n[nH]1 (stereo not drawn)
1.4% | O=C(O)CCCCCNC(=O)Cn1ccc2ccc(Cl)cc21
35.9% | O=C(NCc1cccc(F)c1)N1CC(c2nnc(-c3ccncc3)o2)C2(CCOCC2)C1 (stereo not drawn)
33.1%[activator] | Cc1cc(NC(=O)COc2cccc(Cl)c2)n(C)n1
0.2% | COCCN(CC(N)=O)S(=O)(=O)c1ccc(F)cc1Cl
18.9% | O=C(O)CCc1nc(C2CCOCC2)nn1CC1CCCCC1
8.0%[176 µM] | COc1ncccc1-c1ccnc(-c2nnc(C)n2Cc2ccccc2)c1
172.1%[activator][176 µM] | Cc1nn2c(c1-c1ccccc1N1CCCC1)N(C(=O)c1ccn(C)n1)CCC2
18.5% | CCCc1cc(C(=O)N[C@H]2CCOC[C@H]2C2CCOCC2)cs1
40.5% | O=C(c1ccccc1)N1CCN(c2cc(-c3ccc(F)cc3)[nH]n2)CC1
4.5%[176 µM] | COCCN(C)C(=O)c1ccc2c(c1)NC(C)(COc1cccnc1)CO2 (stereo not drawn)
61.5%[activator] | CSc1cccc(CN(C)Cc2cc3n(n2)CCNC3)c1
-0.1% | CN1CCN(C(=O)N2CCC3(CCCN(C4CCCC4)C3=O)C2)CC1 (stereo not drawn)

(list continues)
ALOX12 inh | SMILES
4.5% | Cc1ccccc1NC(=O)N1CCC(CCNC(=O)C2CCC2)CC1
-8.0% | O=C(NCCn1ccn2nc(-c3ccc(F)cc3)cc2c1=O)c1cccc(Cl)c1
? | COc1ccc2[nH]cc(C(C(=O)O)N3CCN(C4=Nc5ccccc5Oc5ccccc54)CC3)c2c1 (stereo not drawn)
49.1%[activator] | Cc1ccccc1NC(=O)N1CCC(N(CCC(C)C)C2CCOCC2)CC1
3.2% | CC(C)N1C(=O)C2(CCCCC2)C1C(=O)NCCCN1CCN(C)CC1 (stereo not drawn)
49.4%[activator] | COc1ccccc1CCN1Cc2cc(NC(=O)Cc3cccs3)ccc2OC(C)C1=O (stereo not drawn)
-20.8% | O=c1c2cnc3nc(C(F)(F)F)nn3c2ccn1-c1cc(Cl)ccc1Cl
-20.9% | O=C(c1ccc(N2CCOCC2)nc1)N1CCCC(c2ccccc2)CC1 (stereo not drawn)
34.8% | COCC(=O)NC1CCN(Cc2nnnn2-c2ccccc2)CC1
? | c1ccc(-c2nc3ccccc3s2)cc1
-26.3% | COc1ccc(OC)c(CN2CCN(Cc3ccccc3F)C(CCO)C2)c1 (stereo not drawn)
-1.8%[176 µM] | O=C1COc2ccc(OCc3cncs3)nc2CN1Cc1ccccc1
-3.2% | C=CCc1cc(/C=C2/NC(=O)NC2=O)cc(OCC)c1OCc1ccc(F)cc1
21.2% | CC(C)OCCCNC(=O)C1CC(=O)N(c2n[nH]c3cccc(F)c23)C1 (stereo not drawn)
? | Cc1ccc(CN2CC[C@H](c3nc4ccc(C)cc4[nH]3)C2)cc1
14.2% | O=C([C@H]1C[C@@H](F)CN1S(=O)(=O)c1ccc(F)c(Cl)c1)N1CCOCC1
0.5% | CC(C)(N)c1cn(CC2CCN(C(=O)NC3CCCCCC3)CC2)nn1
-6.1%[176 µM] | COc1cc(CCC(C)=O)ccc1O
2.0% | N#Cc1ccc(N2CCC(C(=O)Nc3cn[nH]c3)CC2)nc1
